Screening results as filed in PubChem BioAssay.
Shiga toxin inh = A qHTS for Small Molecule Inhibitors of Shiga Toxin; Vero cells, Shiga toxin protein synthesis inhibition reporter; inhibition, % at 38.7 µM; AID 2315, 2010; 290,000 compounds, 9.2% hits; in the data active = inhibition mostly above about 28%, no sharp cut-off; inactive = mostly below about 43%; also: 0% is about no effect
Giardia FBPA inh = qHTS Assay for Inhibitors of Fructose-1,6-bisphosphate Aldolase from Giardia Lamblia. A8B2U2. purified Giardia FBPA. Potency, µM (doses to about 59.6 µM), inactives show top-dose activity, negative = inhibition, most hits filed as inhibitors. 290,000 compounds, 0.71% hits; also: potency is read from the fitted curve at half-maximal effect; % is scaled to controls: 0 for no effect and ±100 for the full control effect; nearly all actives have a fitted effect of over 55% in size
Target sequence (A8B2U2 whole entry, looked up): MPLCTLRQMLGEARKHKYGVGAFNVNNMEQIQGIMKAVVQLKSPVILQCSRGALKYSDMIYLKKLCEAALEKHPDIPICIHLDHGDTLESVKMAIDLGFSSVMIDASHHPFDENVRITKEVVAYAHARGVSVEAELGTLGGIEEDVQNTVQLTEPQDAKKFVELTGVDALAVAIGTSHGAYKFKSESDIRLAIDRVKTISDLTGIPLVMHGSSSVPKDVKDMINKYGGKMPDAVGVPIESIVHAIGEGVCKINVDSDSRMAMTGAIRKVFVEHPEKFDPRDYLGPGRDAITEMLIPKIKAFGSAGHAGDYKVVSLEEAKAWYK
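40 nM FBPA preincubated 10 min at RT with compound (up to 57.5 uM final), then substrate plus GAPDH/TPI/NAD/arsenate coupling and diaphorase/resazurin added. Fluorescence read after 20 min at RT, 525/598 nm.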
AmpC detergent = qHTS Inhibitors of AmpC Beta-Lactamase (assay with detergent) | 370,000 compounds, 0.041% hits | Potency, µM (top dose mostly 114 µM), for inactives: at the highest dose activity change, negative = inhibition, most hits filed as inhibitors | AID 485294, 2010 | AmpC hydrolysis of nitrocefin, absorbance 480 nm, 0.01% Triton;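 also: potency is read from the fitted curve at half-maximal effect; 0% = no-compound wells and -100% = no-enzyme wells; nearly all actives have a fitted effect of over 25% in size; some results filed as inactive show a strong effect at the top dose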
Target sequence (P00811 whole entry, looked up): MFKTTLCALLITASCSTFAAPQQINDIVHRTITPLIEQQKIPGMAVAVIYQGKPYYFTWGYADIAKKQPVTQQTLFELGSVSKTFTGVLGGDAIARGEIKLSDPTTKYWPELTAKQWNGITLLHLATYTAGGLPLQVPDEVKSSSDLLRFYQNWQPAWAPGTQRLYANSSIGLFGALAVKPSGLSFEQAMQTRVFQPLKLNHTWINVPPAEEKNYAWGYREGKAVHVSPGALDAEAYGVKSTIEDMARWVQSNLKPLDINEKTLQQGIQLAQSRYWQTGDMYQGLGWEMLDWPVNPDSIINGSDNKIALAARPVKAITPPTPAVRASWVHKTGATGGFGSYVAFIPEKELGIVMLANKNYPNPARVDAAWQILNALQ
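20 mM phosphate pH 7.0 + 0.01% (detergent screen) or 0.0001% Triton X-100; 5.3 nM AmpC reagent; cpd preinc 15 min RT; nitrocefin (800 uM stock) to start; A480 q20 s × 4 min; Activity was normalised to no-enzyme and no-compound control wells.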
AmpC inh no detg = qHTS Inhibitors of AmpC Beta-Lactamase (assay without detergent); P00811; AmpC nitrocefin hydrolysis, absorbance 480 nm, 0.0001% Triton; 330,000 compounds, 0.52% hits; AID 485341, 2010; Potency, µM (highest dose often 57.1 µM), without a hit: top-dose activity change, negative = inhibition, most hits filed as inhibitors;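 also: potency is read from the fitted curve at half-maximal effect; plate controls were no compound for no effect and no enzyme for full effect; nearly all actives have a fitted effect of over 20% in size; some results filed as inactive show a strong effect at the top dose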
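AmpC (5.3 nM in the dispensed reagent) in 20 mM phosphate pH 7.0 with 0.01% (detergent screen) or 0.0001% Triton X-100 was preincubated with compounds for 15 min at room temperature. Nitrocefin was then added from an 800 uM solution, and hydrolysis was followed at 480 nm.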
AMA1 RON2 block = qHTS for Inhibitors of AMA1-RON; Towards Development of Antimalarial Drug Lead: Primary Screen; AlphaScreen AMA1-biotinylated RON2 peptide binding; Potency, µM (doses to about 58.2 µM), without a hit: at the highest dose activity change, negative = inhibition, hits mostly inhibitors; 360,000 compounds, 0.2% hits; AID 720542, 2013;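 also: potency is read from the fitted curve at half-maximal effect; 0% = vehicle wells and -100% = peptide control; nearly all actives have a fitted effect of over 45% in size; some results filed as inactive show a strong effect at the top dose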
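AMA1 (3D7) with his tag at 25 nM final met compounds first, then biotinylated RON2 peptide at 25 nM; detection used donor plus acceptor beads, 10 µg/mL apiece, read by AlphaScreen after 30 min at room temperature.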
Cycloheximide cs = Cycloheximide Counterscreen for Small Molecule Inhibitors of Shiga Toxin; max response, %; cell reporter, cycloheximide protein synthesis inhibition counterscreen; 300,000 compounds, 12% hits; in the data active = max response mostly above about 13%, no sharp cut-off; inactive = mostly below about 14%; also: read at 38.3 µM for the half of the compounds with a filed dose; 0% is about no effect
HCMV antiviral = qHTS Assay for inhibitors of the human cytomegalovirus (HCMV). 410,000 compounds, 4.5% hits. HFF cells, HCMV-luciferase reporter, 72 h; active compounds read low. activity change, negative = inhibition, % at 57.5 µM. AID 1259415, 2018; in the data active = activity change below about -60%; inconclusive = no clear call, values can overlap the other calls; inactive = above about -39%; also: % is scaled to controls: 0 for no effect and ±100 for the full control effect
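Cell-based, HFFs, 1000 cells/well, 16 h 37C; cpds in DMSO + HCMV-luc, MOI 1 PFU/cell; 72 h 37C; OneGlo luminescence after 5 min RT; norm. to buffer vs Salinomycin 10uM.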
Numbers without * were called inactive; ? = inconclusive; . = no result given; [ ] = remark or other dose. Unless noted, calls follow the shape of the dose curve; as a rule, active = well fitted curve in the direction sought with a large enough effect; inconclusive = small, poorly fitted or top-dose-only effect, or another doubt; inactive = no such curve, though single readings can be large; an effect the other way counts as inactive or inconclusive.

SMILES	Shiga toxin inh	Giardia FBPA inh	AmpC detergent	AmpC inh no detg	AMA1 RON2 block	Cycloheximide cs	HCMV antiviral
COc1ccc(OC)c(NC(=O)CSc2nnc(CNC(=O)c3cc(OC)c(OC)c(OC)c3)o2)c1	2	.	-4%	34%	-1%	-1	-14
O=C(CCCN1C(=O)c2cccc3cccc(c23)C1=O)N1CCN(Cc2ccc3c(c2)OCO3)CC1	-1	13%	-3%	129%[activator]	-21%	3	-9
CC(C)C(=O)N1CCC2(CC1)Oc1ccc(Cl)cc1C(=O)C21CC(c2ccc(Cl)cc2)=NO1 (stereo unspecified)	-6	-1%	3%	60%[activator]	10%	-3	13
O=[N+]([O-])c1ccc(-c2ccc(/C=N/O)o2)cc1	109*	-11%	6%	-14%	-5%	33*	80
Cc1cccc(-n2c(Cc3cc(=O)[nH]c(=O)[nH]3)nnc2SCC(=O)N2CCCCC2)c1	-6	-2%	?	-8%	5%	-2	-6
Cc1ccc([C@H]2C(C(=O)O)=CC[C@@H](c3ccc(Cl)c(Cl)c3)N2S(=O)(=O)c2ccc(C)cc2)cc1	.	.	.	0%	19%	.	-23
CC(=C/c1ccco1)/C=N/NC(=O)Cc1cccn1C	18	?	-11%	-19%	7%	8	-5
Cc1ccc(N2CCN(C(=O)c3ccccc3NC(=O)c3ccccc3C(=O)O)CC2)cc1	39*	-4%	8%	-26%	-14%	3	-103*
Cn1c([N+](=O)[O-])cnc1N1CCN(c2nncs2)C1=O	-7	2%	-3%	-8%	-6%	1	?
CC1C[C@@]2(NC(=O)NC2=O)C(C)CN1C (stereo partly specified)	22	-12%	?	-20%	-4%	-2	-26
CC1=CCC(C(=O)O)C(C(=O)NC2CCCCC2)C1 (stereo unspecified)	-5	10%	-1%	-13%	-9%	-2	9
O=C(Cc1nnc(NC(=O)Nc2ccccc2)s1)NCc1ccccc1	-12	1%	1%	-22%	6%	-9	18
S=C(Nc1ccccc1Cl)N(Cc1ccccc1)Cc1ccccn1	24	-4%	3%	-42%	10%	9	?
Cc1nn(CC(=O)Nc2ccc3c(c2)CCC3)c(C)c1[N+](=O)[O-]	.	.	-7%	-22%	23%[11.6 µM]	.	25
Brc1ccc(C2Nc3cccc4cccc(c34)N2)o1	-9	?	-15%	-28%	-4%	-3	.
O=C(CC1C(=O)NCCN1C(=O)c1ccc(Cl)cc1)Nc1ccc(F)cc1 (stereo unspecified)	7	.	-10%	1%	-5%	-2	-4
COc1cccc([C@@H]2CC=C(C(=O)O)CN2S(=O)(=O)c2ccc(C)cc2)c1	.	.	-6%	-10%	15%	.	17
CC(C)CCNC(=O)COc1ccc2c(c1)C(=O)CC(C)(C)O2	87*	6%	-13%	-2%	2%	17*	2
COc1ccc(CNC(=O)CCS(=O)(=O)c2cccc3nonc23)cc1	-14	-11%	?	-13%	11%	-3	47
COc1ccc(N(CC(=O)NCc2ccco2)C(=O)CNS(=O)(=O)c2ccc(Cl)cc2)cc1	-7	2%	5%	-10%	-8%	-6	-20
COc1ccccc1C(=O)NC(=S)NNC(=O)c1sc2ccccc2c1Cl	3	0%	-4%	-21%	62%[activator]	13	27
Cc1cc(C)c2nc(NC(=O)C3CC(=O)N(Cc4ccco4)C3)sc2c1 (stereo unspecified)	-1	0%	3%	36%	-9%	9	126
COc1ccc(N(CC(=O)NC2CCCCC2)S(=O)(=O)c2c(C)[nH]c(=O)[nH]c2=O)cc1	-24	-6%	-4%	-14%	-4%	-2	-9
CCn1cc(CN2CCC(C(=O)Nc3ccc(Oc4ccccc4F)cc3)CC2)c(C)n1	-6	.	-7%	107%[activator]	-13%	-1	-35
Cn1c(SCC(=O)Nc2ccccc2-c2ccccc2)nnc1-c1ccco1	1	3%	-1%	0%	6%	-3	17
CCCOc1ccc(S(=O)(=O)Nc2ccccn2)c2ccccc12	.	-29%	-8%	-28%	-21%	-2	12
O=C(Nc1ccccc1-c1nc2ccccc2[nH]1)c1ccc(S(=O)(=O)N2CCCCC2)cc1	-16	-5%	?	-31%	5%	14	44
COc1ccc(C(=O)N/C(=C\c2cccs2)C(=O)N2CCN(C)CC2)cc1OC	15	.	0%	14%	-15%	-1	3
CCOC(=O)C1=C(C)C2C3C(=O)N(c4ccc(C)cc4C)C(=O)C3C1(C)C1C(=O)N(c3ccc(C)cc3C)C(=O)C21 (stereo unspecified)	-9	6%	-6%	10%	0%	-5	15
Cc1cccc(NS(=O)(=O)c2csc(C(N)=O)c2)c1C	-9	4%	-3%	-26%	3%	-2	-38
CCCn1c(N)c(C(=O)CSc2nc3ccccc3c(=O)n2Cc2ccccc2)c(=O)[nH]c1=O	-4	4%	-7%	-20%[11.4 µM]	28%	-2	36
CCOc1ncccc1C(=O)OCc1c(Cl)cccc1Cl	-5	3%	?	-23%	22%	8	19
CC(C)(C)n1nnnc1C(c1cccc(C#N)c1)N1CCN2CCCC2C1 (stereo unspecified)	-28	-2%	-4%	-21%	-3%	-1	45
O=C(Cc1cccs1)NCc1cccc(F)c1	41*	0%	?	-22%	-7%	27	20
O=c1[nH][nH]cc1C=NCc1cccnc1	24	0%	-9%	-30%	0%	-7	-22
CCC(=O)Nc1cccc(-c2nc3ncccc3o2)c1C	23	11%	1%	-12%	0%	10	-4
CC1C(=O)CC(c2ccccc2)NC1c1ccccc1 (stereo unspecified)	17	3%	0%	-17%	9%	-2	-39
CCCc1[nH]nc2c1C1(CCOC1C)C(C#N)=C(N)O2 (stereo unspecified)	20	3%	-7%	-12%	-16%	-5	-8
NC(=O)c1ccc(N2CCN(c3ccc(O)cc3)CC2)c([N+](=O)[O-])c1	1	-29%	-7%	-21%	-16%	-4	-66*
NC(=O)COC(=O)c1ccc(Cl)c(S(=O)(=O)N(Cc2ccccc2)c2ccc(Cl)cc2)c1	-10	6%	-6%	58%	-2%	-2	4

Two successive entries from above:
SMILES	Shiga toxin inh	Giardia FBPA inh	AmpC detergent	AmpC inh no detg	AMA1 RON2 block	Cycloheximide cs	HCMV antiviral
COc1ccc(OC)c(NC(=O)CSc2nnc(CNC(=O)c3cc(OC)c(OC)c(OC)c3)o2)c1	2	.	-4%	34%	-1%	-1	-14
O=C(CCCN1C(=O)c2cccc3cccc(c23)C1=O)N1CCN(Cc2ccc3c(c2)OCO3)CC1	-1	13%	-3%	129%[activator]	-21%	3	-9

New compounds follow.
SMILES	Shiga toxin inh	Giardia FBPA inh	AmpC detergent	AmpC inh no detg	AMA1 RON2 block	Cycloheximide cs	HCMV antiviral
COc1ccc(N2C(=O)CCC(C(=O)N3CCOCC3)C2c2ccc(F)cc2)cc1 (stereo unspecified)	-10	2%	-15%	10%	-5%	-2	-27
N#C/C(=C/c1cccs1)c1ccccn1	73*	0%	1%	-4%	-5%	35*	71
O=S1(=O)C=C(Sc2nc3cc(Cl)ccc3o2)c2ccccc21	40	0%	-1%	-35%	11%	18*	.
CN(C)S(=O)(=O)c1ccc(N2CCCC2)c(C(=O)NC(c2ccccc2)c2ccccc2)c1	-17	1%	-1%	19%	16%	-6	-4
O=C(Nc1ccc(C2SCCS2)cc1)c1ccccc1	136*	-8%	4%	-51%	12%	60*	56
Fc1ccc2nc3[nH]c4ccccc4c3nc2c1	62*	-11%	-6%	-24%	14%	44*	261
C=CCn1c(C(CCCC)CC(O)COCC(C)C)n[nH]c1=S (stereo unspecified)	-26	-14%	-14%	17%	21%	-2	-30
COc1cc(/C=C(\NC(C)=O)C(=O)Nc2cccc(O)c2)ccc1OC(C)=O	12	1%	-11%	-11%	-9%	7	-34
COc1ccc(CNC(=O)CN(c2ccc(C(C)C)cc2)S(=O)(=O)c2c(C)noc2C)cc1	-3	.	2%	9%	-4%	3	-31
CCCn1nnnc1NCc1ccccc1C	-5	-5%	6%	-1%	-11%	-2	-1
COc1cnc(-c2ccccn2)nc1Sc1c(Cl)cccc1Cl	-9	1%	-13%	-5%	53%[activator]	-1	-73*
COc1ccc(NC(=O)C2CCCN(c3ncnc4onc(-c5ccc(F)cc5)c34)C2)cc1 (stereo unspecified)	-1	8%	1%	3%	-11%	16	?
O=C(NC1CC2CCCC(C1)N2C1CC1)NC12CC3CC(CC(C3)C1)C2 (stereo unspecified)	-5	0%	5%	-30%	.	-3	.
[O-][n+]1onc2c1CCC(=N/O)/C2=N\Nc1ccccc1	55	?	-5%	-54%	.	19*	.
CC(=O)Nc1ccc(S(=O)(=O)NCC2CCC(C(=O)NC3CCCCCC3)CC2)cc1 (stereo unspecified)	13	2%	?	-16%	-3%	-1	-14
Cc1ccc(OCc2cc(C(=O)N3CCCC3)no2)cn1	74*	.	5%	0%	0%	44*	43
CCCCCCC(=O)NNC(=O)c1c(O)c2ccccc2n(CC)c1=O	-7	8%	2%	-21%	100%[activator]	-3	-15
COc1ccc(CCNC(=O)C2CCCN2C(=O)Nc2ccc(F)cc2)cc1OC (stereo unspecified)	-3	-3%	3%	1%	14%	5	10
O=C(COC(=O)c1c(F)cccc1F)NCc1cccs1	.	.	.	-27%	9%	.	-22
CCCN(C(=O)Cc1c(C(=O)O)n(C)c2ccccc12)c1cccc(C)c1	-6	0%	-6%	-14%	1%	-4	-8

Looked up by compound from the entries so far:
SMILES	Shiga toxin inh	Giardia FBPA inh	AmpC detergent	AmpC inh no detg	AMA1 RON2 block	Cycloheximide cs	HCMV antiviral
O=C(COC(=O)c1c(F)cccc1F)NCc1cccs1	.	.	.	-27%	9%	.	-22
CCCN(C(=O)Cc1c(C(=O)O)n(C)c2ccccc12)c1cccc(C)c1	-6	0%	-6%	-14%	1%	-4	-8

Going on with the list.
SMILES	Shiga toxin inh	Giardia FBPA inh	AmpC detergent	AmpC inh no detg	AMA1 RON2 block	Cycloheximide cs	HCMV antiviral
CCOC(=O)COn1c2c(c3c4no[n+]([O-])c4ccc31)CCCC2	-15	0%	6%	-18%	4%	-3	9
CC(C)C(=O)Nc1cccc(NC(=O)c2cccc(F)c2)c1	-12	-4%	0%	-13%	-2%	-3	5
Cc1nc[nH]c(=O)c1Br	7	-10%	-3%	-3%	2%	-1	-15
Cc1c(-c2ccccc2)nc2ccccc2c1C(=O)Oc1ccc([N+](=O)[O-])cc1	1	.	-12%	-11%	-5%	-3	-76*
CN1CCN(S(=O)(=O)c2ccc(C(F)(F)F)cc2)C(c2ccccc2)C1 (stereo unspecified)	.	.	7%	39%	6%	.	-5
O=C(NC1CCN(Cc2ccccc2)CC1)c1cncc(Br)c1	14	0%	9%	-16%	0%	-3	?
Oc1ccc(/C=C/c2ccc3cccc(O)c3n2)cc1Br	68*	10%	?	?	77%[activator]	50*	43
O=c1oc2cc(Oc3c([N+](=O)[O-])cc(C(F)(F)F)cc3[N+](=O)[O-])ccc2c2c1CCCC2	16	7%	-8%	-42%	-10%	6	15
